Bioassay records deposited in PubChem by several laboratories.
m-calpain inh = inhibitors of pig calpain II. purified calpain II, fluorogenic peptide substrate, 30 min. inhibition, % at 16 µM. actives 0.37% (n = 220,000). AID 1236;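 active means inhibition above about 50%, limit read from the data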
Mdm2 ligase inh = blocks human Mdm2 ubiquitin ligase activity | cell-based MDM2 ubiquitination luciferase reporter, 2 h; 0 = plate control, 100 = twice control, blank-subtracted | signal enhancement, % at 5 µM | actives 0.11% (n = 210,000) | Q00987;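 active means signal enhancement of 30% or more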;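 further: luminescence tracks abundance of the self-degrading MDM2-luciferase fusion protein; higher signal means inhibition of MDM2 E3 ligase activity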
Target sequence (Q00987 whole entry, looked up, the tested form may be a part): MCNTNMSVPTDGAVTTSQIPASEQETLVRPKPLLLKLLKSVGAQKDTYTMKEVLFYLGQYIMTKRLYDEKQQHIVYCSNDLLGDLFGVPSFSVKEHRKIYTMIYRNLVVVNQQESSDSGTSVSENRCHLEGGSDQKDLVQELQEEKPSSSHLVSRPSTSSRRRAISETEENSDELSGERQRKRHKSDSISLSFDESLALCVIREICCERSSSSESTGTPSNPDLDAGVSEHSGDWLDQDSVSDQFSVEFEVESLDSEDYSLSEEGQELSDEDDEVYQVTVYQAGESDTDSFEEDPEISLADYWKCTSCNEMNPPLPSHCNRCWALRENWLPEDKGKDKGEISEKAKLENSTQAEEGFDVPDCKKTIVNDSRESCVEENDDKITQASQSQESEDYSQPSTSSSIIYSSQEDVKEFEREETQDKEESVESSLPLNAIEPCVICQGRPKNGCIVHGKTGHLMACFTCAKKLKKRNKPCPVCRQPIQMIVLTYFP
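test system = mammalian cells stably expressing self-ubiquitinating, self-degrading MDM2 E3–luciferase fusion | quantity = 2000 cells/well | incubation = cell settling 4 h, compound treatment 2 h, both 37 °C | signal = luminescence with SteadyLite reagent, 15 min at room temperature | evaluation = % enhancement relative to plate controls after blank subtraction | benchmarks = plate controls and plate blanks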
KCC2 mod = modulates chloride dependent transport by human KCC2; KCC2 cells, thallium flux FluoZin-2 fluorescence; actives 2.2% (n = 190,000); B-score of Tl+ flux slope (higher = more flux/activation; lower = inhibition) at 10 µM; Q9H2X9;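 active means thallium flux slope and its plate-corrected score both differing from the plate sample mean at a set confidence after two filtering rounds, in either direction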;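 further: slope of fluorescence scaled to starting intensity during 10 to 20 s after thallium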
eIF4E 4G PPI = inhibitors of eIF4E and eIF4G interaction in translation initiation; P63073+Q04637; TR-FRET eIF4E-eIF4GI(517-606) binding, 2 h; inhibition, % at 21.7 µM; actives 0.37% (n = 220,000);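 active means inhibition above about 30%, limit read from the data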;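 further: 0% = full FRET control wells and 100% = background wells lacking eIF4GI fragment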
PERK inh = human PERK inhibition, primary cell-based screen; CHO PERK-DD fusion, SEAP luminescence translation reporter; actives 0.17% (n = 220,000); inhibition, % at 5.6 µM; AID 1416;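 active means inhibition above the mean inhibition of all tested compounds plus 3 SD, set separately per screening campaign, cut at about 2.9% in these data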;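 further: PERK kinase domain activated by AP20187 dimerizer at 100 nM; 0% = DMSO with dimerizer and 100% = rapamycin at 8.4 µM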
Rad51 HR inh = blocks human Rad51 in homologous recombination; Q06609; hRad51 DNA strand exchange, fluorescence dequenching; inhibition, % at 10 µM; actives 0.085% (n = 200,000);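 active means inhibition above 40% at the single screening dose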;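 further: 0% = DMSO control wells and 100% = blanks with heterologous ssDNA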
Target sequence (Q06609 whole entry, looked up): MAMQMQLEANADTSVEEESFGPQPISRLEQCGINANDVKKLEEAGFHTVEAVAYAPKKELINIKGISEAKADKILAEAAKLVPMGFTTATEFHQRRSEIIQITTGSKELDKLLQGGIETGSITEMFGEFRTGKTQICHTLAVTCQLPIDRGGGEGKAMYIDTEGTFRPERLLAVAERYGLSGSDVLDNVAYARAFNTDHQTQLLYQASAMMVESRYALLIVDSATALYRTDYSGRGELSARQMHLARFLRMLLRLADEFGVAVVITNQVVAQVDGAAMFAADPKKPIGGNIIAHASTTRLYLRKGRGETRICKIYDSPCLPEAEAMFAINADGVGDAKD
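System: human Rad51 nucleoprotein filaments preassembled on unlabelled ssDNA. Reagent: labelled 47-mer dsDNA for strand exchange. Schedule: 30-min compound preincubation and 15-min exchange, both room temperature. Measured by: FRET fluorescence dequenching, excitation 485 nm, emission 520 nm. Read-out: Fluorescence-based percent inhibition, control- and blank-normalised. Benchmarks: plate controls and plate blanks.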
EBV gp42 inh = inhibitors of Epstein-Barr virus glycoprotein 42. actives 0.42% (n = 220,000). AID 1085. Fluorescence polarization binding assay, mP read-out. inhibition, % (tested at 21.74 µM). Q1HVG2; in the data active means inhibition above about 50%
Target sequence (Q1HVG2 whole entry, looked up): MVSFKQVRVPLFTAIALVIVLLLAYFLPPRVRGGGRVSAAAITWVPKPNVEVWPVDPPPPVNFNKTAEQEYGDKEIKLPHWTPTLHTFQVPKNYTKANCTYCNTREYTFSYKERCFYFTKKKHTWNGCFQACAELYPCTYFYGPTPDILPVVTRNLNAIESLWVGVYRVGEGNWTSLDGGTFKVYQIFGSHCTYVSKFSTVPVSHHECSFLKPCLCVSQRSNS
TNF necrop inh = blocks TNF-alpha induced death of Jurkat FADD-/- cells. Jurkat FADD-/- TNF necroptosis rescue, ATP luminescence, 24 h; 0 = TNF only, 100 = no-TNF cells. activation (protection from cell death), % at 10 µM. actives 0.068% (n = 220,000). AID 463075;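 active means activation, meaning protection from cell death, of at least 50% relative to plate controls; inactive means activation below 50%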;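 further: necroptosis triggered by 40 ng/mL TNF-alpha added together with compound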
L929 necroptosis = L929 zVAD cell death inhibition | viability rescue, % at 10 µM | actives 0.38% (n = 220,000) | L929 zVAD necroptosis rescue, ATP luminescence, 24 h; with zVAD 60 µM | AID 1377;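 active means activation, scaled between plate controls, above about 75%, limit read from the data; inactive means activation under that limit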;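 further: 0% = zVAD with DMSO and 100% = DMSO alone without zVAD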
An asterisk follows results filed as active; i = inactive; x = no result given; [ ] = remark or other dose. Random draw from the library. About 3.6% of those tested had a hit in this group.

SMILES	m-calpain inh	Mdm2 ligase inh	KCC2 mod	eIF4E 4G PPI	PERK inh	Rad51 HR inh	EBV gp42 inh	TNF necrop inh	L929 necroptosis
Cc1c(C(=O)NN2CCOCC2)oc2ccccc12	-21	1	2.8	-9	1.4	2	1	0.4	2.6
COc1ccc(C(=O)NC(=S)NNC(=O)CCc2ccccc2)cc1	-13	-8	x	-7	0.6	1	-7	-10	1.0
COc1ccc(NC(=O)C(=O)N2N=C3CCCCC3C2(O)C(F)(F)F)cc1 (configuration not stated)	-17	-8	0.22	3	0.7	2	-27	0.5	19
CCN(CC(=O)Nc1ccccc1C(=O)Nc1ccccc1)Cc1nc2ccccc2c(=O)[nH]1	-18	-9	-0.48	-1	-0.7	-3	-3	1.5	-0.7
OC1CCNC(=S)N1c1ccccc1 (configuration not stated)	40	-2	1	-1	0.2	5	-6	-0.1	1.6
COc1ccc(C(=O)C2CCCN(Cc3cccn3-c3ccccn3)C2)c(C)c1 (configuration not stated)	-22	3	0.0012	-2	0.0	2	-8	4.3	-1.1
CCOC(=O)C1=C(C(F)(F)F)Nc2ncnn2C1c1cccc(OC)c1OC (configuration not stated)	4	-11	0.52	8	0.8	4	-24	1.7	0.5
CNc1oc(Cc2cccc3ccccc23)nc1C#N	-52	-6	x	7	0.7	1	-9	-3.3	2.1
CCCCC(CCC(=O)O)(C(=O)OCC)c1csc(Nc2ccc(OCC)cc2)n1 (configuration not stated)	15	-1	-4.1	4	-1.4	-17	-7	1.7	1.2
Cc1cc(C)c(C)c(OCCOCCNCc2ccccc2)c1	-9	-16	0.29	-2	-1.1	-35	-5	3.2	-0.4
CSCCOC(=O)COc1ccc(/C=N/NC(=O)c2nn(C)cc2Cl)cc1	1	5	-0.18	5	0.5	7	-6	-7.1	0.2
Cc1nn(-c2ccccc2)c(C)c1C(=O)OCC(=O)N1CC(=O)Nc2ccccc21	26	-14	-0.65	-6[fluorescence artefact?]	-1.9	-4	-64	-1.3	0.1
Cc1csc2c(=O)[nH]cnc12	36	-10	1.3	1	0.8	15	-8	0.6	2.6
Cc1cc(-c2ccccc2)nc2[n+]1CCN2C	-126	2	x	-4	1.2	3	9	-2.4	0.0
CC(/C=C/c1ccccc1F)=N\NC(=O)c1cccc(F)c1	-22	9	x	-5	0.2	-5	26	-0.1	20
CCc1ccc(C(=O)c2cnc3ccc(OC)cc3c2N2CCN(CC)CC2)cc1	5	-4	-1	2	0.9	11	-3	2.4	-0.7
c1ccc(CCCc2nc(-c3ccccn3)no2)cc1	-27	-4	-0.39	-2	1.1	2	-4	0.6	-0.4
CC(C)c1ccc(C2C3=C(CC(C)(C)CC3=O)NC3=C2C(=O)c2ccccc23)cc1 (configuration not stated)	-65	24	-0.44	-9	-0.2	0	6	-8.5	0.0
Cc1cc2ncn(C(=O)N3CCCC3)c2cc1C	14	2	0.49	-3	-0.1	1	-4	-1.9	-0.5
Cc1ccccc1-c1nc(CS(=O)CC(=O)NCCN2CCN(Cc3ccccc3)CC2)c(C)o1 (configuration not stated)	-28	8	x	1[fluorescence artefact?]	-1.0	0	-7	-1.8	-0.4
CCOC(=O)C1=C(C)NC(=S)N(C(C)=O)C1c1ccc(OC)c(OC)c1 (configuration not stated)	13	-22	-0.0019	4	-1.8	-4	-16	-0.6	-0.2
O=[n+]1cc(-c2cccc3ccccc23)n([O-])c2c1CCC2	-20	-6	x	-8	0.7	1	-6	0.7	-0.3
CCCS(=O)(=O)NCc1cn2cccc(C)c2n1	-19	13	-0.022	5	0.9	2	-9	1.1	-0.4
C/C(=N\NS(=O)(=O)c1ccc(C)cc1)c1cccs1	4	-23	1.2	0	0.0	2	13	-0.9	1.6
C=CCSc1nnc(CNC(=O)c2ccccc2C)n1C(C)C	6	-17	0.7	1	0.2	-2	-1	0.1	1.9
Cc1csc(SCC(=O)NC(C)c2ccc(F)cc2)n1 (configuration not stated)	-7	-8	1.4	4	0.1	-5	-8	0.3	0.6
CCCCCCC(=O)OCC(=O)c1ccc2c(c1)NC(=O)CO2	3	3	0.43	0	1.0	5	-8	-2.3	67
COc1ccc(/C=N/NC(=O)C(=O)Nc2ccccn2)cc1OC	-1	-1	x	1[fluorescence artefact?]	2.1	1	-2	-0.2	0.8
O=C(CNC(=O)c1ccc(Cl)cc1)N/N=C/C=C/c1ccccc1	24	-24	-2.2	5	0.5	22	17	0.4	-0.2
O=C(O)CCC(=O)NNc1ccccc1[N+](=O)[O-]	-6	-3	0.36	-4	0.7	6	-3	0.0	0.6
O=C(Oc1ccc(Br)cc1C(=O)/C=C/c1ccccc1F)c1ccco1	x	x	0.019	x	0.4	x	x	-20	-0.2
O=C(CCN1CCN(C/C=C/c2ccccc2)CC1)Nc1ccc(Cl)cc1	12	-24	0.12	5[fluorescence artefact?]	-1.6	-9	-4	7.7	2.2
Cc1ccc(-c2nn3c(C)nnc3c3ccccc23)cc1S(=O)(=O)N(C)CCO	-14	-11	0.031	1[fluorescence artefact?]	0.7	-5	-22	-10	1.6
Cc1ccc(NS(=O)(=O)c2cc(C(=O)Nc3cccc([N+](=O)[O-])c3)ccc2C)cc1	-60	x	-0.8	0	-0.6	x	-1	5.1	2.6
O=C(CCc1nnc(Cc2c[nH]c3ccccc23)o1)NC(C1CC1)C1CC1	-8	-8	-0.82	4	0.1	-1	3	-0.7	1.4
CCN(C(=O)CCc1nc(-c2ccccc2F)no1)c1cc(OC)ccc1OC	13	-7	x	0	-1.6	-8	-14	-0.9	0.2
NNC(=O)c1sccc1OCc1cccc(C(F)(F)F)c1	-19	15	x	3	0.5	2	-21	-1.6	2.8
Cc1ccn2c(c1)nc(=S)n2C(=O)c1ccccc1	10	-27	0.46	-1	0.5	x	-9	-4.1	x
CCN1C(=O)/C(=C2/Sc3ccc(OC)cc3N2C)SC1=Nc1ccc(C(C)=O)cc1	x	x	0.39	x	0.9	x	x	-0.5	0.6
CSc1cccc(NC(=O)CSc2nc3ccccc3o2)c1	37	-16	-0.36	-1	-0.1	-1	3	-2.2	-0.3
COC(=O)c1c(C)oc(C)c1S(=O)(=O)NCc1ccco1	0	-12	0.15	-5	2.5	18	-7	0.9	0.4
COc1ccc(-c2cn3cc(C)ccc3n2)cc1OC	i	-32	x	6	-0.3	-7	6	-5.1	-0.2
COc1cc(NC(=O)C(Cc2ccccc2)n2cccc2)cc(OC)c1 (configuration not stated)	7	-7	-0.46	5	-0.4	2	-12	0.9	0.1
COc1ccc(CNC(=O)[C@H](C)[C@@H]2C[C@@]2(C)[C@@H](NC(=O)OCc2ccccc2)c2ccccc2)cc1OC	-1	x	-0.72	-1[fluorescence artefact?]	-1.1	-5	0	1.5	-1.1
Cc1cc(C(=O)N/N=C/c2sccc2C)no1	-8	2	0.23	6	1.2	x	-23	0.7	0.0
CCOC(=O)c1c(/N=C/c2cc([N+](=O)[O-])ccc2O)sc(C)c1C	8	-17	-1.9	-3[fluorescence artefact?]	0.8	-77	-18	0.2	1.5
NS(=O)(=O)c1cccc(NC(=O)CSc2nc3ccccc3c(=O)n2CCCN2CCOCC2)c1	-10	-8	0.91	7	2.0	8	3	2.2	0.6
S=C(Nc1ccc(Cl)cc1)N(CCCN1CCOCC1)Cc1ccco1	-1	1	0.13	-1	0.6	3	-18	1.7	0.3

Molecules from the list above with two or more sulfur atoms (5):
SMILES	m-calpain inh	Mdm2 ligase inh	KCC2 mod	eIF4E 4G PPI	PERK inh	Rad51 HR inh	EBV gp42 inh	TNF necrop inh	L929 necroptosis
C/C(=N\NS(=O)(=O)c1ccc(C)cc1)c1cccs1	4	-23	1.2	0	0.0	2	13	-0.9	1.6
Cc1csc(SCC(=O)NC(C)c2ccc(F)cc2)n1 (configuration not stated)	-7	-8	1.4	4	0.1	-5	-8	0.3	0.6
CCN1C(=O)/C(=C2/Sc3ccc(OC)cc3N2C)SC1=Nc1ccc(C(C)=O)cc1	x	x	0.39	x	0.9	x	x	-0.5	0.6
CSc1cccc(NC(=O)CSc2nc3ccccc3o2)c1	37	-16	-0.36	-1	-0.1	-1	3	-2.2	-0.3
NS(=O)(=O)c1cccc(NC(=O)CSc2nc3ccccc3c(=O)n2CCCN2CCOCC2)c1	-10	-8	0.91	7	2.0	8	3	2.2	0.6

Additional compounds follow:
SMILES	m-calpain inh	Mdm2 ligase inh	KCC2 mod	eIF4E 4G PPI	PERK inh	Rad51 HR inh	EBV gp42 inh	TNF necrop inh	L929 necroptosis
NC(=O)CCn1cnc2ccccc21	-16	-8	0.4	-2	0.7	3	0	0.6	-0.2
O=C(NCC1CCCO1)c1ccc2c(=O)n(-c3ccccc3)c(=S)[nH]c2c1 (configuration not stated)	-6	-15	0.15	4	1.3	-38	-3	0.7	1.9
CCOCC(=O)Nc1ccc(C(=O)Nc2ccccc2Cl)cc1	-16	5	x	4	1.2	28	-12	0.0	14
O=C(Nc1ccncc1)c1cc(-c2ccccn2)nc2ccc(Br)cc12	10	-11	-0.33	-8	1.4	-11	-46	-0.8	0.5
Cc1csc(=N)n1CC(=O)N1CCc2ccccc21	3	-12	-0.27	-2[fluorescence artefact?]	1.1	13	-7	2.2	0.1
CCCCCCC1CCC(C(=O)Nn2c(C)nc3ccccc3c2=O)CC1 (configuration not stated)	21	-10	x	-2	0.1	-4	-14	1.5	1.0
CCCOc1ccccc1-c1nc2c([nH]1)c(=O)[nH]c(=O)n2C	-132	-10	x	14	-0.2	-9	22	-2.1	-0.2
Cn1c(C(=O)N2CCCC(C(=O)NCCCc3ccccc3)C2)cc2sccc21 (configuration not stated)	15	0	-2.2	-1	-1.2	0	-30	-3.4	0.7
Cc1ccc(S(=O)(=O)N2CCN(C(=O)COc3ccc(-c4nnco4)cc3)CC2)cc1	9	-15	-1.3	-1	0.4	-2	-16	1.1	1.1
Cc1ccc(N/C=C/C(=O)c2cccs2)cc1	-28	-81	-0.028	-2	-0.1	-18	-36	-1.8	27
COc1cc(OC)c(-c2nc3ccccc3s2)cc1OC	i	0	-0.0054	10	-1.6	0	-14	-0.3	61
CCc1ccc(N2C(=O)CN(CC(=O)OC)C2=S)cc1	-2	-17	1.2	-1	0.5	-21	-19	0.3	0.1
O=C(Nc1ccc(F)cc1)c1ccccc1Oc1ccc(C(F)(F)F)cc1[N+](=O)[O-]	5	-14	0.26	-5	-0.1	7	7	0.2	-0.2
COc1ccc(CNC(=O)CSc2nnc(C(F)(F)F)n2C)cc1	-23	-10	0.061	5	1.1	20	-32	1.0	1.6
Cc1cc(C(=O)OCC(=O)N2CC(=O)Nc3ccccc32)no1	16	-11	0.16	5	0.6	1	-11	-2.6	0.3
CN(C)S(=O)(=O)c1cccc(NC(=O)COc2nc3ccccc3nc2N2CCOCC2)c1	25	-14	0.57	4	-1.2	-11	-21	2.8	1.8
COc1ccc(CO/N=C/c2c(C)[nH]c(=O)[nH]c2=O)cc1	7	-9	0.71	6	1.8	11	-4	-4.0	-0.1
COc1ccc(S(=O)(=O)n2nc(OCc3cccs3)cc2N)cc1	16	x	1.3	1	1.4	-2	-5	-0.1	0.5
CCOc1ccc(-n2c(COc3ccccc3)nnc2SCC(N)=O)cc1	-30	-17	-0.6	3	0.1	-8	-10	-0.5	-0.1
CC(C)NC(=O)CCNS(=O)(=O)c1ccc(Br)cc1	22	-61	-0.045	-8	0.2	x	9	0.5	-0.2
